From PubChem
HTRA1 inh – HTRA1 (human) protease inhibition. Q92743. recombinant HTRA1, FP-rhodamine activity-based probe, fluorescence polarization. inhibition, % at 5.96 µM. 340,000 tested, 0.5% active; in the data active means inhibition above about 36%;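 further: 0% = enzyme with DMSO and 100% = wells lacking enzyme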
Tn7 DDE FP – inhibitors of Tn7 peptide binding to human fibrin DD(E). P02675. FP displacement of FITC-Tn7 peptide from fibrin DD(E); 0% = median of compound wells per plate. inhibition, % at 8.3 µM. 370,000 tested, 0.13% active. AID 720508;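 active means inhibition above the mean of compounds falling within the control limits plus 3 SD of them, cut at about 14% in these data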;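 further: 0% = plate median of compound wells and 100% = 10 µM Aha-Tn7 peptide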
Target sequence (P02675 whole entry, looked up): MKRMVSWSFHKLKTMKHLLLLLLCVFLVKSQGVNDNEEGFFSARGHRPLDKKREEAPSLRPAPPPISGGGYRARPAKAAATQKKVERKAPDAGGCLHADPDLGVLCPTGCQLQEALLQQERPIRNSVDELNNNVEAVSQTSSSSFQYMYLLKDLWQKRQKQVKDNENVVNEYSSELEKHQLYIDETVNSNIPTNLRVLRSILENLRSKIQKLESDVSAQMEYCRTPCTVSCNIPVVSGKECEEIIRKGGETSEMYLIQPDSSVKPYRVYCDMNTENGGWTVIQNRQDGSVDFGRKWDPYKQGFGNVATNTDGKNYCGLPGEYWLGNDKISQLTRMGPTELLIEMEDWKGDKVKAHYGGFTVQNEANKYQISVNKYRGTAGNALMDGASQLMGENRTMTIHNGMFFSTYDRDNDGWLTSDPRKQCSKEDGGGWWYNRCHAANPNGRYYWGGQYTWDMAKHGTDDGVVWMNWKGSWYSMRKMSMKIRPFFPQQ
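Also added: labelled Tn7 tracer, 0.1 µM; Assay system: human fibrin DD(E) protein; Amount: 2 µM fibrin DD(E); Schedule: 10 min compound pre-incubation, 3 h probe incubation at room temperature; Repeats: one replicate per compound; Read-out basis: percent inhibition; Measured by: fluorescence polarization of the labelled Tn7 tracer.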
mABHD4 FP – inhibits mouse alpha/beta hydrolase domain 4; purified mABHD4, FP-Rh probe fluorescence polarization; inhibition, % at 8.92 µM; 370,000 tested, 0.54% active;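 active means inhibition exceeding the mean over every tested compound plus 3 SD, cut at about 30% in these data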;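 further: 0% = plate median of compound wells and 100% = S159A mutant with DMSO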
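Test system: mABHD4 protein; Read-out basis: % inhibition; Incubation: 45 min + 60 min at 25 °C; Repeats: single replicate; Technique: fluorescence polarization with parallel and perpendicular emission, 525/598 nm; Compound: 8.92 µM, single dose; Benchmarks: full inhibition S159A mutant plus DMSO, zero as sample-well median.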
SIAE inh – blocks human sialic acid acetylesterase; SIAE FP-Rh probe binding, fluorescence polarization; Q9HAT2; AID 1053197; 370,000 tested, 0.69% active; inhibition, % at 9.66 µM;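 active means inhibition above a cutoff: mean of compounds within the control limits plus 3 SD of those, cut at about 17% in these data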;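 further: 0% = plate median of compound wells and 100% = probe without SIAE protein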
TDP2 inh – blocks human TDP2 phosphodiesterase activity | inhibition, % at 12.8 µM | AID 720702 | recombinant TDP2, T5PNP hydrolysis, p-nitrophenol absorbance 415 nm | 370,000 tested, 0.34% active | O95551;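 active means inhibition above the mean of all tested compounds plus 3 SD, set per campaign, cut at about 25% in these data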;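 further: 0% = DMSO with enzyme and 100% = buffer with substrate but no TDP2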
Target sequence (O95551 whole entry, looked up): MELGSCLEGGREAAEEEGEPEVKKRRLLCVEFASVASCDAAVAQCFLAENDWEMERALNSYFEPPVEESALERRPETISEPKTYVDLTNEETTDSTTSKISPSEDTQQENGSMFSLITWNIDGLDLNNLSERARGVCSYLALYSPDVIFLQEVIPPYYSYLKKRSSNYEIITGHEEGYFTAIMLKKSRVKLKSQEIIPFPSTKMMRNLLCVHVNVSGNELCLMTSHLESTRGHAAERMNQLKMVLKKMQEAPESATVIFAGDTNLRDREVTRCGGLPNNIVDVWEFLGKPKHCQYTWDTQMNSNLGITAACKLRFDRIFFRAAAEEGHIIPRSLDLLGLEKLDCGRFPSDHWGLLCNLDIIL
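Read-out basis: percent inhibition. System: recombinant human TDP2. Buffer or medium: Mg2+-containing Tris-HCl buffer, pH 7.5. Repeats: single replicate. Timing: reaction 2 h, 37 °C. Benchmarks: high control without enzyme, low control DMSO plus TDP2. Probe or stimulus: 5 mM T5PNP. Doses: 12.8 µM only. Measured by: epi absorbance of p-nitrophenol freed from T5PNP by hydrolysis.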
PG9 Ab binder – PG9 antibody binding by small molecule | inhibition, % at 6.7 µM | 360,000 tested, 0.43% active | TR-FRET gp120-PG9 antibody binding; in the data active means inhibition above about 8.5%
UHRF1 MBD2 ctr – blocks human UHRF1 binding to methylated DNA | UHRF1 binding to methylated oligo, TR-FRET | inhibition, % at 4.4 µM | 370,000 tested, 0.75% active; in the data active means inhibition above about 21%;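 further: UHRF1 SRA domain binding a hemimethylated CpG hairpin DNA probe; 0% = median of test compound wells and 100% = reference inhibitor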
TCR CD3 inh – inhibitors of human TCR-CD3 interaction; AID 651800; TAMRA-labeled TCR probe fluorescence, biochemical; inhibition, % at 9.4 µM; 360,000 tested, 0.37% active; in the data active means inhibition above about 19%;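 further: recombinant mutant TCR 2C K166C tagged with TAMRA read by polarization; 0% = receptor in buffer alone and 100% = receptor with positive control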
PRMT1 inh – PRMT1 (human) inhibition, primary screen. recombinant PRMT1, activity-based probe fluorescence polarization. 370,000 tested, 1.3% active. inhibition, % at 2.79 µM. Q99873;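 active means inhibition above about 21% made by adding two undisclosed values, limit read from the data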
LEDGF integ inh – blocks HIV-1 LEDGF/p75-dependent DNA integration. TR-FRET IN-LEDGF/p75 DNA integration, Eu/Cy5. inhibition, % at 3.7 µM. 370,000 tested, 0.64% active. AID 743269;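 active means inhibition above the screen-wide mean plus 3 SD, cut at about 13% in these data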;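 further: signal is the Cy5 over europium emission ratio at 671 and 618 nm; 0% = plate median of compound wells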
* hit, by the source's call; nt = no result given; & = joins results of further samples. Not a hit list (roughly 4.2% active in at least one column).

HTRA1 inh	Tn7 DDE FP	mABHD4 FP	SIAE inh	TDP2 inh	PG9 Ab binder	UHRF1 MBD2 ctr	TCR CD3 inh	PRMT1 inh	LEDGF integ inh	SMILES
-7	-3	-3	4	15	-3.1	0	6	2	-2	O=C(Cc1ccc(Cl)cc1)Nc1ccccc1CO
3	-2	8	1	3	0.2	0	2	8	1	CC(=O)N1CSCC1C(=O)N1CCN(c2ccc(N3CCOCC3)nn2)CC1 (centres undefined)
nt	4	-4	-1	7	-2.2	0	-2	3	2	COc1ccc(CCN2C(=O)c3ccccc3C2c2nnnn2-c2c(C)cccc2C)cc1OC (centres undefined)
-4	7	-14	2	1	3.2	2	5	3	-4	C=CCn1cnc2scc(-c3ccc(C)cc3)c2c1=O
-5	-1	-2	-5	2	-0.7	0	5	-3	-1	CCOC(=O)C1CCN(C(=S)Nc2ccc(Cl)cc2C)CC1
-20	-1	-11	0	-2	-0.1	6	0	-1	-2	C=CCOC(=O)C1=C[C@H](c2ccc(Br)cc2)[C@@H](CCCO)[C@H](OCC)O1
1	12	-4	0	-18	1.4	1	9	3	-6	Cc1ccc(S(=O)(=O)N(C)C)cc1NC(=O)COC(=O)c1ccc(Cl)cc1
nt	10	4	8	1	nt	0	nt	1	-4	O=c1c2ccccc2n(Cc2ccccc2)n1[C@@H](Cc1ccccc1)Cn1cc(C2CCCC2)nn1
10	-3	-2	6	2	-2.2	1	-3	2	0	CC(C)(C)c1cc(C(=O)NNC(=O)c2ccc(C(F)(F)F)cc2)no1
0	-3	9	4	-4	0.1	0	6	0	-2	Cc1cc(OC(C)C(=O)NCC2CCC(C(=O)O)CC2)c2c(C)c(C)c(=O)oc2c1 (centres undefined)
6	-6	-4	2	-12	-1.4	-5	11	1	4	CNS(=O)(=O)c1ccc2c3c(cccc13)C(=O)N2
-2	-6	-3	-3	2	0.7	3	6	0	1	COc1ccc(OCC(=O)Nc2ccc(OC)c(S(=O)(=O)N3CCCCC3)c2)cc1
-5	-1	-15	-14	-17	-2.3	3	6	-4	-1	O=C(NCc1ccccc1)c1onc(CSc2ccncc2)c1C(=O)NCc1ccccc1
3	-3	0	11	0	0.1	-2	4	-2	-4	O=[N+]([O-])c1ccc(NCCNS(=O)(=O)c2ccccc2)cc1
0	2	-1	5	-1	-0.7	2	-2	-3	0	COc1ccc(S(=O)(=O)N2CCN(CC(=O)c3c(N)n(C)c(=O)n(C)c3=O)CC2)cc1OC
-3	4	-1	3	-8	-0.7	-2	5	-5	3	COc1ccc(CCN2CC(C(=O)NCCc3cnn(C)c3)CCC2=O)cc1 (centres undefined)
8	6	2	4	0	0.4	-1	0	2	-2	COc1ccc(/C=C(\C#N)C(=O)OC2CCOC2=O)cc1 (centres undefined)
3	3	-5	4	3	-0.6	1	1	1	0	COc1ccc2c(CC(=O)OCC(=O)Nc3ccc4c(c3)OCO4)coc2c1
nt	4	-17	0	3	nt	0	nt	-1	-1	COc1cccc([C@H]2NC(=O)C/C=C/[C@@H](C)[C@@H](c3cccc(OC)c3)NC(=O)C/C=C/[C@H]2C)c1
8	1	1	-3	13	-1.4	0	0	-1	-7	CCOc1ccc(-n2c(=O)[nH]cc(C(=O)Nc3ccc(OC)c(OC)c3)c2=O)cc1
1	-1	-3	6	-6	0.3	0	2	-2	2	CCOc1ccc(CN(C(=O)c2ccco2)C2CCS(=O)(=O)C2)cc1 (centres undefined)
nt	-4	6	5	4	-2.2	0	-2	2	2	CC(C)n1[nH]c2ccccc2c1=O
nt	-1	2	3	-6	0.1	1	-6	-8	5	CC(=O)C[C@@H]1OC[C@H](CO)N1S(=O)(=O)c1ccc(C)cc1
-3	3	1	6	-2	-3.7	1	-5	3	-2	O=S(=O)(NCc1ccccc1F)c1cccc(S(=O)(=O)N2CCOCC2)c1
-5	-4	2	1	-7	-2.7	-1	0	2	3	O=C(O)COc1ccccc1C1C2C(=O)N(c3ccccc3)C(=O)C2ON1c1ccccc1 (centres undefined)
-40	3	3	-7	-8	0.0	-2	-1	2	-1	O=C(CSc1nc(-c2ccco2)cc(C(F)(F)F)n1)N1CCN(c2cccc(Cl)c2)CC1
-2	0	2	4	13	1.7	-4	-4	0	0	O=C(CSc1nc(C(F)(F)F)cc(=O)[nH]1)NCc1ccc2c(c1)OCO2
7	2	4	-1	0	-2.2	3	-2	1	1	Nc1nc2c(ncn2[C@H]2C[C@H](O)[C@@H](CO)O2)c(=O)[nH]1
-30	-7	-3	-1	-6	-1.5	1	8	-3	8	Cc1cccc(-c2nc3ccccc3c3nncn23)c1
4	-6	9	-6	7	-0.7	1	1	-2	4	CN1CCC(Oc2ccccc2Sc2ccccc2)CC1
-7	2	-3	-3	0	0.2	-2	9	2	2	CCOC(=O)C1=C(COC(=O)/C=C/c2ccc(OC)cc2OC)NC(=O)NC1C (centres undefined)
-2	-6	1	-2	7	-0.8	-1	3	-5	1	COc1ccc(C(=O)N2CCCC2(C#N)c2ccccc2)cc1[N+](=O)[O-] (centres undefined)
nt	5	-5	1	0	-0.3	0	10	-5	-1	CCCCOCCCNC(=O)C[C@@H]1C[C@@]2(C(=O)OCC)CCC=C2N(Cc2ccc3c(c2)OCO3)C1=O
2	1	-4	-1	-5	0.5	5	3	3	-5	O=C1C2CCCN2C(=O)N1CCCCN1CCN(c2ccccc2)CC1 (centres undefined)
-6	-1	-6	-7	-3	-0.6	2	4	-4	1	COc1ccc(C(=O)OC2C(OC)OCC(O)C2O)cc1 (centres undefined)
nt	5	-2	0	9	0.4	-2	2	0	2	CC1(C)Cc2nc3scc(NC(=O)c4ccccc4)c3cc2CO1
1	4	3	-4	-15	1.4	0	1	-1	-2	CCN(C1CCCCC1)S(=O)(=O)CCNC(=O)c1ccccc1
6	0	3	3	1	0.1	4	-1	2	2	COc1ccc(CC(=O)NNC(=O)c2cccs2)cc1
10	2	5	9	0	0.2	-1	7	-1	2	COc1ccc(CC(=O)Oc2ccc(F)c(F)c2)cc1S(=O)(=O)N1CCOCC1
2&4	6&-4	-4&1	-2&-6	-1&-6	0.1&0.0	-1&0	3&-1	1&-2	-1&0	C[C@]12CC[C@@H]3c4ccc(OS(=O)(=O)O)cc4CC[C@H]3[C@@H]1CCC2=O
-14	-6	2	-12	21	0.9	-2	1	-4	3	Cn1nnnc1SCc1nc2scc(-c3ccc(Cl)cc3)c2c(=O)[nH]1
2	6	7	12	17	-0.5	-2	3	1	-1	O=C(CCCN1C(=O)c2cccc3cccc(c23)C1=O)NCc1cccs1
nt	-2	4	9	-10	nt	-2	nt	-1	1	COC(=O)C[C@H]1CC[C@@H]2[C@H](COc3ccc(NC(=O)c4cnccn4)cc3C(=O)N2C)O1
-10	-5	-12	-3	1	-0.2	1	1	-3	1	O=C(Nc1cc(Cl)ccc1Cl)C1Cc2ccccc2O/C1=N\O (centres undefined)
-11	-1	0	-7	12	-2.0	-4	5	1	5	C/C(=N\NC(=O)CSc1nc2ccccc2[nH]1)c1ccncc1
nt	-1	5	-4	-1	-1.8	1	-11	5	-1	CC(C)(C)NC(=O)C1(C)CCC(=O)N1C1CC1 (centres undefined)
-1	0	-9	-4	-7	-3.4	-3	2	-2	3	Cc1nn(Cc2ccccc2Cl)c(Cl)c1/C=C/C(=O)OCC(=O)NC1CCS(=O)(=O)C1 (centres undefined)
3	1	-8	-2	4	1.0	1	-7	4	-4	COc1ccc(OC)c(C=NN=Cc2cc(OC)ccc2OC)c1
-4	-1	0	-1	-5	-1.6	-2	2	3	4	O=C(NC1CCS(=O)(=O)C1)C1CCCCN1S(=O)(=O)c1ccc(Cl)cc1 (centres undefined)
-39	6	-12	-13	8	2.4	-3	-4	2	0	Cc1cccc(OCc2nnc(SCc3nc4cc(C(F)(F)F)ccc4c(=O)[nH]3)o2)c1
4	0	4	1	1	2.0	0	-1	-2	-2	CCOc1ccc(C2C(C#N)=C(N)Oc3cc(C)n(CCN4CCOCC4)c(=O)c32)cc1OCC (centres undefined)
24	4	-11	-5	14	0.3	0	-5	-2	-4	Cc1ccc(Nc2nc(-c3ccc(S(=O)(=O)N4CCOCC4)cc3)cs2)cc1Cl
-6	4	-6	-2	5	-0.5	1	-1	0	0	CC(NC(=O)c1cc(COc2cccc(C(F)(F)F)c2)on1)c1nccs1 (centres undefined)
1	4	6	0	15	-3.2	-5	5	-2	0	CNC(=S)NNC(=O)c1cc(-c2cccnc2)nc2ccccc12
-6	13	-8	-3	-3	2.7	-6	5	-1	2	Cc1ncc(S(=O)(=O)c2ccccc2)c(-c2ccc(Cl)cc2Cl)n1
-5	2	-3	0	-7	0.3	0	-5	-2	0	Cc1cc(OCC(=O)NCCN2CCOCC2)cc(C)c1Cl

Reformatted with each value named: 3 of the compounds above.
> COc1ccc(CCN2C(=O)c3ccccc3C2c2nnnn2-c2c(C)cccc2C)cc1OC (centres undefined)
  HTRA1 inh: nt	Tn7 DDE FP: 4	mABHD4 FP: -4	SIAE inh: -1	TDP2 inh: 7	PG9 Ab binder: -2.2	UHRF1 MBD2 ctr: 0	TCR CD3 inh: -2	PRMT1 inh: 3	LEDGF integ inh: 2

> Cc1cc(OCC(=O)NCCN2CCOCC2)cc(C)c1Cl
  HTRA1 inh: -5	Tn7 DDE FP: 2	mABHD4 FP: -3	SIAE inh: 0	TDP2 inh: -7	PG9 Ab binder: 0.3	UHRF1 MBD2 ctr: 0	TCR CD3 inh: -5	PRMT1 inh: -2	LEDGF integ inh: 0

> CC(C)(C)c1cc(C(=O)NNC(=O)c2ccc(C(F)(F)F)cc2)no1
  HTRA1 inh: 10	Tn7 DDE FP: -3	mABHD4 FP: -2	SIAE inh: 6	TDP2 inh: 2	PG9 Ab binder: -2.2	UHRF1 MBD2 ctr: 1	TCR CD3 inh: -3	PRMT1 inh: 2	LEDGF integ inh: 0

The results go on.
HTRA1 inh	Tn7 DDE FP	mABHD4 FP	SIAE inh	TDP2 inh	PG9 Ab binder	UHRF1 MBD2 ctr	TCR CD3 inh	PRMT1 inh	LEDGF integ inh	SMILES
4	3	13	-7	12	0.7	2	-3	5	-1	COc1ccc(Br)cc1CN1CCC(N2CCCC2)CC1
-3	-2	1	1	13	-1.7	3	0	-2	0	CNc1c(NC(=O)COc2ccc(Cl)cc2)c(=O)oc2ccccc12
nt	-6	7	-3	8	-1.2	3	9	0	9	COc1ccc(-c2ccc(C(=O)NCC3CCOCC3)c3occc23)c(C)c1
5	0	-1	-8	-11	-1.4	19	5	-5	3	CCOc1ncccc1C(=O)OCC(=O)Nc1cccc(S(N)(=O)=O)c1
-6	2	-4	3	-20	1.7	3	-4	4	2	Cc1c(C(=O)NCc2ccccn2)oc2ccccc12
0	3	5	0	1	1.5	1	3	-1	0	COCCNCCCCSc1ccc(Cl)cc1
